# Source: PubChem
# Shn3 3UTR inh = reduction of Shn3 3'UTR firefly luciferase signal, primary screen, Schnurri-3 inhibitor project, cell-based, Clone20 osteoblasts, set 2. Clone20 osteoblast Shn3 3'UTR firefly luciferase, 24 h. inhibition, % at 12.5 µM. hit rate 0.52% among 360,000;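 active = mean inhibition of at least 75% with every replicate also reaching 75%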;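 note: 0% = median of neutral control wells and 100% = pilot-screen positive control compound; some compounds past the cut are filed as inactive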
# TRPM1 prom inh = inhibitors of MITF-dependent TRPM1 promoter reporter, primary screen, cell-based, SK-MEL-5, single point, luciferase. SK-MEL-5 TRPM1 promoter luciferase, 24 h. inhibition, % at 12.5 µM. hit rate 0.83% among 330,000. AID 488899, 2010;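 active = mean inhibition across replicates of 60% or more, whatever share of single replicates reaches that level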; note: values of inactives mirror those of a sister screen read the other way
# hiPSC survival = enhancers of single-cell hiPSC survival, primary screen, ATPlite luminescence | AID 602274, 2012 | survival enhancement, % at 20 µM | 100% = ROCK inhibitor wells, 0% = DMSO | hit rate 0.044% among 360,000; in the data active = survival enhancement above about 18%;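 note: cells exposed to compounds for 16 hours before the ATP read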
# TWEAK-Fn14 inh = inhibitors of TWEAK-Fn14 signaling, primary screen, luciferase reporter cells, uHTS. inhibition, % at 10 µM. hit rate 2% among 360,000. AID 1159606, 2016. TWEAK-stimulated Fn14 reporter cells, luciferase luminescence, 8 h; in the data active = inhibition above about 50%
# NR2E3 ag-1 = NR2E3 agonists in two-hybrid cells, primary screen, cell-based, luminescence, CHO-S, Gal4-NCOR/VP16-NR2E3. luciferase. inhibition of corepressor binding, % at 3.98 µM. hit rate 0.35% among 360,000. AID 602229, 2012;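 active = inhibition above the mean of all tested compounds plus 3 SD, cut at about 70% in these data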;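 note: 0% = DMSO with NR2E3 transfected cells and 100% = cells lacking NR2E3 construct; higher means lower luciferase signal from less NR2E3 corepressor binding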
# Target sequence (Q9Y5X4 whole entry, looked up, the tested form may be a part): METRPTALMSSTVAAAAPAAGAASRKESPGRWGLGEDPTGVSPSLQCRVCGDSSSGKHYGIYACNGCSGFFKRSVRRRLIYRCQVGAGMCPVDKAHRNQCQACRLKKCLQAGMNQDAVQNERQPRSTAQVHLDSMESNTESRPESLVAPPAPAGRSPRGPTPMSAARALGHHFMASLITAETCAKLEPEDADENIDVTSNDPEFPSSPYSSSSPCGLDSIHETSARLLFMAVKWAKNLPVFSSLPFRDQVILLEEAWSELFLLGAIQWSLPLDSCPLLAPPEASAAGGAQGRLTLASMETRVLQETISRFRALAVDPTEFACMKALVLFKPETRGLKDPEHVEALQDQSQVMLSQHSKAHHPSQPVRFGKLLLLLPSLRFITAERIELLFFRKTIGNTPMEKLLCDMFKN
# HIF-2a block = HIF-2a reporter inhibitors, primary screen, luminescence, 786-0 RCC cells; 786-0 RCC cells HIF-2a reporter, luciferase luminescence, overnight; inhibition, % at 18.8 µM; hit rate 0.72% among 360,000;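 active = inhibition of the luminescence signal of 40% or more relative to plate controls, in a single-dose primary screen at 18.75 µM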
# NR2E3 ag-2 = inhibitors of NR2E3-RetCOR corepressor binding, primary screen, NR2E3 agonist project, biochemical, TR-FRET, GST-NR2E3, biotin-RetCOR; hit rate 0.12% among 320,000; 1536-well; inhibition of corepressor binding, % at 4.78 µM; Photoreceptor-specific nuclear receptor (Homo sapiens), Q9Y5X4; AID 2300, 2010;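 active = percent inhibition above the cutoff of mean plus 3 SD of all tested compounds, set per screening campaign, cut at about 20% in these data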;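 note: 0% = DMSO wells and 100% = biotin wells as full block of FRET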
#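 Assay system: NR2E3–RetCOR corepressor complex. Quantity: 1.35 nM GST-NR2E3. Buffer or medium: pH 7.5 Tris-based buffer. Reagent: biotinylated RetCOR corepressor at 7 nM final. Schedule: 5 h at 4 °C. Detection: TR-FRET, emission read at 617 and 671 nm. Replicates: one well per compound, singlicate testing.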
# CF NFkB inh = inhibitors of PAF-induced NF-kB signaling, primary screen, cell-based, GFP fluorescence, uHTS | KKLEB NF-kB-GFP reporter, GFP fluorescence overnight | AID 588850, 2011 | hit rate 0.86% among 360,000 | inhibition, % at 5 µM;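 active = at least 50% inhibition at 5 µM, scaled per plate between neutral and stimulator controls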;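 note: PAF is a Pseudomonas aeruginosa culture filtrate used as stimulus; plate controls were PAF-stimulated DMSO wells for no effect and unstimulated DMSO wells for full effect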
# KKLEB cytotox = cytotoxicity in KKLEB CF airway cells, primary screen, cytotoxicity control for CF NF-kB inhibitor project, cell-based, uHTS, fluorescence assay plates | KKLEB CF airway cells viability, ATPlite luminescence, overnight; hits give low values; cells stimulated with P. aeruginosa culture filtrate | activity change (cytotoxicity), % at 5 µM | hit rate 0.36% among 360,000 | AID 602141, 2011;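 active = corrected activity change at or below -50% at 5 µM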
# aDG glyco up = activators of alpha-DG glycosylation, primary screen, uHTS, Pro5-aDG cells, AlphaScreen; activation, % at 10 µM; AID 624168, 2012; hit rate 0.22% among 360,000; alpha-DG glycosylation AlphaScreen (IIH6); 0% Pro5, 100% B10-LARGE cell signal;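 active = activation of at least 8% versus controls, or a plate z-score of at least 8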;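 note: Pro5 are CHO cells carrying HIG-tagged alpha-DG that lacks glycosylation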
# Peg3 prom inh = Peg3 promoter-driven luciferase inhibitors, primary screen, cell-based, HeLa, luciferase luminescence; HeLa PEG-Prom luciferase reporter, overnight; inhibition, % at 20 µM; hit rate 1.7% among 360,000; AID 588405, 2011;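 active = inhibition of at least 50% at 20 µM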
# * marks the source's active call; other numbers are inactive results; nt = no result given.
structure,hiPSC survival,NR2E3 ag-2,KKLEB cytotox,NR2E3 ag-1,Peg3 prom inh,CF NFkB inh,Shn3 3UTR inh,HIF-2a block,aDG glyco up,TRPM1 prom inh,TWEAK-Fn14 inh
CCC(CC)NC(=O)COC(=O)c1ccc(NS(=O)(=O)c2ccc3c(c2)OCCO3)cc1,3.9,-2,-6,0,2,-6,-14,3,-0.4,-12,19
CCCC(C)C(=O)Nc1ccc2c(c1)OCCO2 (centres undefined),0.1,2,4,1,-44,-9,2,-12,-0.4,-17,53*
COc1ccc(S(=O)(=O)NCc2cccnc2)c(Cl)c1Cl,-2.0,nt,-6,7,-4,17,1,4,-0.1,nt,9
CCc1cc(=O)oc2cc(C)cc(OCC(=O)NCCN3CCOCC3)c12,0.3,4,-23,-34,11,8,-17,4,0.1,11,-2
O=C(OCc1cccc([N+](=O)[O-])c1)c1ccc2ccccc2n1,-0.5,2,-14,-21,43,8,-2,11,-0.4,1,-5
Cc1c(OCc2ccc(C(=O)O)o2)ccc2c3c(c(=O)oc12)CCC3,-0.4,2,-2,-176,-41,-2,-32,-65,-0.2,0,1
CC1(C)CC(=O)c2c(O)cc(OCc3ccc([N+](=O)[O-])cc3)cc2O1,-0.5,-1,-14,-23,-253,5,-60,-320,-0.1,-71,-51
CCN(CC)S(=O)(=O)c1ccc(NC(=O)CC(NC(C)=O)c2ccccc2)cc1 (centres undefined),-1.1,2,1,-17,5,-3,-1,5,-0.4,-6,-19
O=C(NCc1cccnc1)c1cc(Sc2cccc(Cl)c2)nc2ccccc12,1.5,5,-10,7,43,-4,44,18,0.4,8,37
O=C(c1ccccc1NS(=O)(=O)c1cccs1)N1CCOCC1,-1.3,1,0,-15,9,1,17,-3,-0.1,6,-4
CC(=O)c1cccc(-n2nnnc2SCC(=O)N2CCCC2)c1,-1.2,1,-10,2,26,-7,-22,17,-0.1,2,-10
O=C1CN(C(=O)c2ccc(F)c(S(=O)(=O)N3CCOCC3)c2)c2ccccc2N1,-0.2,1,0,0,2,16,31,14,0.3,-3,9
COc1cc(C(N)=O)cc(Br)c1OCc1ccccc1,0.9,1,0,-8,5,20,0,5,0.0,-22,19
c1ccc(Cn2ncc3c(Nc4ccccc4)ncnc32)cc1,0.1,1,5,5,8,-8,20,-6,0.0,10,-3
COc1ccc(/C=C/C(=O)N2CCN(S(=O)(=O)c3ccccc3)CC2)cc1OC,1.5,1,0,-14,7,-6,4,19,0.1,16,20
Cn1c(C(=O)N[C@@H](Cc2ccccc2)C(=O)O)cc2cc(F)ccc21,0.1,1,-1,-25,0,4,2,7,0.0,18,-2
CN(Cc1ccc(Cl)c(Cl)c1)C(=O)c1[nH]c(C(F)(F)F)nc1-c1ccccc1,-1.8,nt,-8,28,28,11,8,13,-0.2,nt,-36
COC(=O)c1[nH]c(C)c(/C(O)=C2\C(=O)C(=O)N(CCN3CCOCC3)C2c2ccco2)c1C (centres undefined),0.5,0,4,-43,-4,-13,-44,20,-0.1,6,-7
CCOc1ccc(CNC(=O)CCc2cn(C)c3ccccc23)cc1OC,2.4,0,3,-10,-4,5,-2,22,0.0,-2,4
Cn1c(NCCCN2CCOCC2)nc2c1c(=O)n(Cc1ccc(Cl)cc1)c(=O)n2C,1.6,1,-2,2,11,3,4,20,-0.3,-4,-13
CN(C)S(=O)(=O)c1ccc(Cl)c(NC(=O)CSc2nc3ccccc3c(=O)n2CCCN2CCOCC2)c1,-1.9,-3,6,-7,9,-11,0,6,-0.1,15,-13
CC(C)(C)C(=O)Nc1ccc(-c2cc3cc(Cl)ccc3o2)cc1,-0.3,-2,-15,42,-105,16,-14,-32,0.0,-13,58*
COC1=CC(=O)C(OC)=C(OC)C1=O,-0.9,nt,14,-14,63*,58*,70,14,2.6,1,-13
COc1ccc(CCNC(=O)C2CCN(C(=O)c3ccc(Br)cc3)CC2)cc1,-0.1,0,0,0,22,3,16,14,0.1,10,6
COc1ccc(-n2ccnc2SCC(=O)NCc2ccccc2)c(OC)c1,-0.1,-4,5,-12,17,-32,3,15,0.5,7,-6
CS(=O)(=O)c1ccc2nc(NC3(C(F)(F)F)N=C4SCCN4C3=O)sc2c1 (centres undefined),1.3,2,6,-5,9,-20,-2,-15,0.0,-12,-21
O=C1OC(N2C(=O)CC[C@H]2C(=O)Nc2cccc(F)c2)c2ccccc21 (some centres undefined),-0.5,-3,-3,-12,-8,9,-5,1,-0.1,2,-2
COc1ccc(C(=O)N2CCN(S(=O)(=O)c3ccc(C)cc3C)CC2)cc1OC,-0.9,-3,-3,-12,6,-9,4,0,1.5,-2,-5
CS(=O)(=O)N(CC(=O)Nc1ccc2c(c1)OCO2)c1ccc2c(c1)OCO2,-3.6,-1,-3,-17,-18,11,-18,-3,-0.3,-8,-8
Cc1onc(-c2ccccc2)c1C(=O)OCC(=O)c1ccc(F)cc1,-1.6,nt,5,8,14,0,-5,1,0.2,nt,-9
C[C@H](CO)N1C[C@H](C)[C@@H](CN(C)C(=O)CC2CC2)Oc2cc(Br)ccc2S1(=O)=O,-1.4,nt,4,2,-2,-3,-8,5,0.5,nt,-6
COc1ccc(/C=N/NC(=S)NCc2ccccc2)cc1OC,-0.7,-1,-5,-15,13,8,10,9,0.2,1,-23
COCCCNc1c2c3c(cccc3[nH]c1=O)C(=O)c1ccccc1-2,-2.5,0,-2,-30,22,-124,-2,-68,-0.1,8,-61
O=C(O)CCc1nn2c3ccccc3nc2n(Cc2ccccc2)c1=O,2.3,4,6,-5,-2,-1,-9,9,1.6,-2,-11
CC(C)=CCC/C(C)=C/CC/C(C)=C/CC/C(C)=C/CC1=C(C)C(=O)c2ccccc2C1=O,2.7,1,-2,21,1,7,60,12,0.2,4,5
COc1ccc(NC(=O)c2ccc(NC(=O)CSc3nccc(=O)[nH]3)cc2)cc1,0.5,2,-2,-6,-35,-8,2,4,0.0,-4,6
COc1cccc(CN2CCCC(CNC(=O)c3ccc(F)cc3)C2)c1OC (centres undefined),1.1,-1,18,-10,12,1,18,11,0.1,1,-6
CC1(C)CC(CC(=O)O)(c2ccc(Cl)cc2)CCO1 (centres undefined),-1.8,2,8,15,3,0,-9,5,-0.1,8,10
O=C(NCc1cccc(Cl)c1)NC(=O)c1csc([N+](=O)[O-])c1,-0.4,-3,-1,-17,9,7,-18,14,0.2,-1,2
Cc1noc(NS(=O)(=O)c2ccc(N/C=C\C(=O)c3ccncc3)cc2)c1C,-0.6,-1,5,-20,-3,18,-15,9,0.1,7,13
Cn1c(CN2CCN(S(C)(=O)=O)CC2)nc2cc([N+](=O)[O-])ccc21,-0.5,-1,-4,-25,11,9,-11,14,0.1,2,3
Cc1ccc(-n2ncc3c(=O)n(CC(=O)N4CCN(c5ccccc5F)CC4)cnc32)cc1C,1.3,0,-16,-4,21,24,-12,14,-0.2,5,25
Cn1c(C(=O)N2CCOCC2)cnc1Sc1ncc(C(F)(F)F)cc1Cl,0.8,-6,8,8,17,9,9,27,-0.1,2,-4
Fc1ccc(NC(=S)Nc2cccnc2)c(F)c1F,0.1,-4,0,-3,-4,-2,15,-6,0.1,4,2
CCO[C@@H]1OC(C(=O)N2CCOCC2)=C[C@H](C2CCCCC2)[C@H]1CCCO,1.4,4,-8,-19,2,6,9,3,0.6,-18,-12
CCn1c(C)c(C2=CCN(S(=O)(=O)c3ccc(C)cc3)CC2)c2ccccc21,1.3,2,-28,-5,-1,20,-1,10,0.0,-8,13
CCN(CC)Cc1c(C)[nH]c2ccc(NC(C)=O)cc2c1=O,3.8,nt,-11,-2,-3,6,7,13,0.0,nt,0
CC(=O)c1ccc(Oc2ncnc3sccc23)c(CN2CCOCC2)c1,9.1,0,-2,-17,25,4,-25,6,0.1,14,-11
Cc1ccccc1Nc1nc(CSc2nnnn2-c2ccccc2)cs1,-2.3,-1,-1,-4,3,-6,2,-12,0.0,-6,7
Fc1ccc(F)c(CN2CCN(c3ncccn3)CC2)c1,-2.3,0,-8,6,2,7,-1,8,-0.4,-4,0
COc1ccc2[nH]c3c(c2c1)CCN1C(=O)N([C@@H](C)C(=O)NCc2ccccc2)C(=O)[C@]31C,-1.2,4,9,-2,8,7,10,27,0.0,nt,0
C[C@H](CO)N1C[C@H](C)[C@@H](CN(C)S(C)(=O)=O)Oc2ccc(NC(=O)C3CCCCC3)cc2C1=O,-1.6,nt,2,10,-9,4,-16,-1,1.4,12,-19
O=C(C1CC1)N(CCN(Cc1ccccc1)C(=O)C1CC1)Cc1ccccc1,-0.4,1,-5,-35,9,17,-7,23,-0.1,1,-31
CC(=O)c1ccc(N2CCN(CC3CCCCC3)CC2)cc1,-0.2,1,-8,-4,-5,4,15,9,0.2,-14,-1
COc1ccc(S(N)(=O)=O)cc1C(=O)NCC(C)(C)N1CCCCC1,-0.1,4,-18,-16,1,18,-11,18,-0.1,-3,-21
O=C(OC1CCN(c2ncc(C(F)(F)F)cc2Cl)CC1)c1cccc(C(F)(F)F)c1,1.8,2,-6,14,21,8,-5,13,0.1,-11,4
Cc1ccc(SCCN2CCN(Cc3ccccc3)CC2)cc1,-0.5,2,4,12,13,-18,-6,2,0.0,9,2
CCn1cc(C(=O)NCCC(=O)NC(C)C)c(=O)c2cc3c(cc21)OCO3,-0.4,-3,-6,5,8,8,-4,14,-0.1,0,2
Cc1ccc(C)c(S(=O)(=O)N2CCN(CC(=O)Nc3ccc4c(c3)CCC4)CC2)c1,0.3,-3,1,-6,20,-7,30,21,0.2,-3,13
O=C(COC(=O)CNC(=O)c1ccccc1)NC1CCCCC1,4.2,3,16,-23,-8,-23,0,1,-0.2,6,18

# Compounds as they come. About 4.4% of those tested had a hit in this group.
